Screens deposited in PubChem by National Center for Advancing Translational Sciences (NCATS).
HCMV inh = blocks human cytomegalovirus replication; activity change, negative = inhibition, % at 57.5 µM; AID 1259415; HFF cells, HCMV-luciferase reporter, 72 h; hits give low values; 4.5% of 410,000 active; in the data active means activity change below about -60%; inconclusive means no clear call, values can overlap the other calls; inactive means above about -39%; further: on the % scale 0 is the no-effect control and ±100 the full control effect
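Steps: HFFs plated, 16 h 37C; compounds added; HCMV-luciferase added to MOI 1 PFU/cell; 72 h 37C; OneGlo reagent, 5 min room temperature; luminescence read, normalized to controls.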
AMA1-RON2 inh = AMA1-RON2 (P. falciparum) interaction inhibition; 0.2% of 360,000 active; AlphaScreen AMA1-biotinylated RON2 peptide binding; Potency, µM (doses to about 58.2 µM), for inactives: top-dose activity change, negative = inhibition, actives largely listed as inhibitors;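 further: potency means the concentration at half of the fitted maximal effect; 0% = vehicle wells and -100% = peptide control; nearly all actives have a fitted effect of over 45% in size; some results filed as inactive show a strong effect at the top dose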
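AMA1 (3D7) with his tag at 25 nM final met compounds first, then biotinylated RON2 peptide at 25 nM; detection used donor plus acceptor beads, 10 µg/mL apiece, read by AlphaScreen after 30 min at room temperature.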
AmpC detergent = blocks E. coli AmpC beta-lactamase in detergent assay; Potency, µM (series often up to 114 µM), inactives show at the highest dose activity change, negative = inhibition, usual class: inhibitors; AID 485294; AmpC hydrolysis of nitrocefin, absorbance 480 nm, 0.01% Triton; 0.041% of 370,000 active; P00811;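 further: potency means the concentration at half of the fitted maximal effect; 0% = no-compound wells and -100% = no-enzyme wells; nearly all actives have a fitted effect of over 25% in size; some results filed as inactive show a strong effect at the top dose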
Target sequence (P00811 whole entry, looked up): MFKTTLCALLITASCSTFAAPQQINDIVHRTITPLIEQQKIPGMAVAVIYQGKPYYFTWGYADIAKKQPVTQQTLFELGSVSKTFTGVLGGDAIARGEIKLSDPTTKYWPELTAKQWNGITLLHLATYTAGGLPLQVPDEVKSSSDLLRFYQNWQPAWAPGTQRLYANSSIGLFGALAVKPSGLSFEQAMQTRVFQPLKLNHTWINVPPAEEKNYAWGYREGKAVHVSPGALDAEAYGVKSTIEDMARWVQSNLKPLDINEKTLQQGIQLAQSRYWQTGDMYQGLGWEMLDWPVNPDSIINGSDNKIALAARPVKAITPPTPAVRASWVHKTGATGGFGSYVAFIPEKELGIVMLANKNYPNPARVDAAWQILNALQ
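20 mM phosphate pH 7.0 + 0.01% (detergent screen) or 0.0001% Triton X-100; 5.3 nM AmpC reagent; cpd preinc 15 min RT; nitrocefin (800 uM stock) to start; A480 q20 s × 4 min; Activity was normalised to no-enzyme and no-compound control wells.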
Giardia FBPA inh = Giardia lamblia aldolase inhibition; A8B2U2; purified Giardia FBPA; Potency, µM (highest dose often 59.6 µM), for the others: at the highest dose activity, negative = inhibition, most hits filed as inhibitors; 0.71% of 290,000 active; AID 2451; further: potency means the concentration at half of the fitted maximal effect; on the % scale 0 is the no-effect control and ±100 the full control effect; nearly all actives have a fitted effect of over 55% in size
Target sequence (A8B2U2 whole entry, looked up): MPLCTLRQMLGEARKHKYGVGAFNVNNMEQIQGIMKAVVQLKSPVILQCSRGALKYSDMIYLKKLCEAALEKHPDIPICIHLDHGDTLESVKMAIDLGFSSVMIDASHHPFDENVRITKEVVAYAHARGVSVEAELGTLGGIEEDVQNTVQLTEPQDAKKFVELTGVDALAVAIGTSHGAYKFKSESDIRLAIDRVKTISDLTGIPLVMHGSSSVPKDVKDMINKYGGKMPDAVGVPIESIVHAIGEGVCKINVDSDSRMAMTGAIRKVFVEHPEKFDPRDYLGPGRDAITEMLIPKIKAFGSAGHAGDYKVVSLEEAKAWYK
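Giardia FBPA (40 nM reagent) was preincubated 10 min at RT with compound (up to 57.5 uM final), then substrate plus GAPDH/TPI/NAD/arsenate coupling system with diaphorase/resazurin was added; resorufin fluorescence (525/598 nm) was read after 20 min.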
AmpC inh no detg = blocks E. coli AmpC beta-lactamase in detergent-free assay; P00811; AmpC nitrocefin hydrolysis, absorbance 480 nm, 0.0001% Triton; Potency, µM (series often up to 57.1 µM), without a hit: at the top dose activity change, negative = inhibition, usual class: inhibitors; 0.52% of 330,000 active; AID 485341;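 further: potency means the concentration at half of the fitted maximal effect; plate controls were no compound for no effect and no enzyme for full effect; nearly all actives have a fitted effect of over 20% in size; some results filed as inactive show a strong effect at the top dose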
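20 mM phosphate pH 7.0 + 0.01% (detergent screen) or 0.0001% Triton X-100; 5.3 nM AmpC reagent; cpd preinc 15 min RT; nitrocefin (800 uM stock) to start; A480 q20 s × 4 min; Activity was normalised to no-enzyme and no-compound control wells.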
Shiga inhibitor = Shiga toxin inhibition | Vero cells, Shiga toxin protein synthesis inhibition reporter | 9.2% of 290,000 active | inhibition, % at 38.7 µM; in the data active means inhibition mostly above about 28%, no sharp cut-off; inactive means mostly below about 43%; further: 0% is about no effect
Cycloheximide cs = counter-screen hit for Shiga toxin inhibitors, cycloheximide | cell reporter, cycloheximide protein synthesis inhibition counterscreen | max response, % | 12% of 300,000 active | AID 2314; in the data active means max response mostly above about 13%, no sharp cut-off; inactive means mostly below about 14%; further: read at 38.3 µM for the half of the compounds with a filed dose; 0% is about no effect
Active calls of the source: *; ? = inconclusive; · = not tested or not shown; & = joins results of further samples; [ ] = another dose, or the depositor's remark. Unless noted, the call rests on the fitted dose curve; in most records, active means well fitted curve in the direction sought with a large enough effect; inconclusive means small, poorly fitted or top-dose-only effect, or another doubt; inactive means no such curve, though single readings can be large; an effect the other way counts as inactive or inconclusive.

#1 COc1ccc(/C=C\C(=O)NCC(=O)N/N=C/c2ccc(O)cc2O)cc1
#2 Fc1ccccc1Nc1nc2c(s1)CCc1ccccc1-2
#3 COc1cc(NC(=O)c2cccnc2)c(Cl)cc1NC(=O)c1ccccc1
#4 CCCCCn1c(N)c(-c2nc3ccccc3o2)c2c([N+](=O)[O-])nn(C)c(=O)c21
#5 COc1ccc(-c2nc3c(c(=O)[nH]c(=O)n3Cc3ccccc3)n2C)cc1
#6 O=C(Nc1ccc(-c2csc(Nc3ccc(Cl)cc3)n2)cc1)c1cccc(C(F)(F)F)c1

Compound	1	2	3	4	5	6
HCMV inh	6	·	-2	41	-7	?
AMA1-RON2 inh	79%[activator]	·	4%	-3%[2.32 µM]	-2%	-13%
AmpC detergent	-3%	7%	?	4%	-6%	-9%
Giardia FBPA inh	20%	20µM*	2%	-1%	-6%	-4%
AmpC inh no detg	-43%	-48%	-5%	-22%	6%	?
Shiga inhibitor	31	85*	-5	-9	28	-5
Cycloheximide cs	-1	73*	-3	-4	-3	-3

#7 COc1ccc(S(=O)(=O)N(C)CC(=O)NC2CC2)cc1
#8 COc1cc(C(=S)N2CCOCC2)cc(OC)c1OC(=O)c1cccc(C)c1
#9 NC(=O)c1oc2ccc(Cl)cc2c1NC(=O)CN1CCOCC1
#10 FC(F)(F)c1ccccc1-n1ccnc1
#11 CC1C/C(=N\NC(=S)NC(C)C)CC(C)(C)C1 (stereo not given)
#12 COC(=O)N/N=C\c1c(C)nn(-c2ccccc2)c1Cl

Compound	7	8	9	10	11	12
HCMV inh	15	-29	-12	-15	8	2
AMA1-RON2 inh	-1%	-11%	8%	5%	62%[activator]	0%
AmpC detergent	1%	?	-13%	?	-5%	3%
Giardia FBPA inh	4%	10%	5%	-1%&-6%&2%	?	1%
AmpC inh no detg	-8%	121%[activator]	1%	-17%	-11%	-12%
Shiga inhibitor	-23	-11	-5	·	-4	58*
Cycloheximide cs	-2	-2	-2	·	-4	23*

Some of the entries above, set out differently.
Order of values – HCMV inh | AMA1-RON2 inh | AmpC detergent | Giardia FBPA inh | AmpC inh no detg | Shiga inhibitor | Cycloheximide cs
#8 COc1cc(C(=S)N2CCOCC2)cc(OC)c1OC(=O)c1cccc(C)c1
  -29 | -11% | ? | 10% | 121%[activator] | -11 | -2
#9 NC(=O)c1oc2ccc(Cl)cc2c1NC(=O)CN1CCOCC1
  -12 | 8% | -13% | 5% | 1% | -5 | -2

Other results:
#13 O=C(CSc1ncccn1)NCc1ccc(Cl)cc1
#14 CC(C(=O)N1CCN(Cc2ccccc2)CC1)c1ccc([N+](=O)[O-])cc1 (stereo not given)
#15 COC(=O)C(O)(c1ccc(N=Cc2ccccc2O)c(C)c1)C(F)(F)F (stereo not given)
#16 COC(=O)c1cc2occc2n1Cc1ccc(Cl)cc1
#17 Cc1ccsc1/C=N/n1c(=S)[nH]nc(C)c1=O
#18 O=C(NCC(c1cccs1)N1CCc2ccccc21)c1ccccc1 (stereo not given)

Compound	13	14	15	16	17	18
HCMV inh	17	7	-26	-22	8	-36
AMA1-RON2 inh	6%	9%	-12%	-21%	36%[activator]	-23%
AmpC detergent	6%	6%	-13%	?	0%	-11%
Giardia FBPA inh	-3%	2%	0%	-1%	?	·
AmpC inh no detg	-17%	51%	-5%	-38%	-14%	-33%
Shiga inhibitor	73*	-1	-7	6	-6	·
Cycloheximide cs	49*	-1	-2	-2	-2	·

#19 C1CCCCCC(=NNc2nn[nH]n2)CCCCC1
#20 CCn1c(C)c(C)c2cc(C(=O)N3CCN(c4ccccc4)CC3)ccc21
#21 O=C(C1CCN(S(=O)(=O)c2cccc([N+](=O)[O-])c2)CC1)N1CCOCC1
#22 COCC(C)NC(=O)c1cc(-c2ccc(O)cc2)on1 (stereo not given)
#23 CCOc1ccc(NC(=O)c2ccc(NC(=O)COC(=O)Cc3ccc(OC)cc3)cc2)cc1
#24 Cc1nc(C)n(C)c(=O)c1-c1ccccc1

Compound	19	20	21	22	23	24
HCMV inh	33	-14&0	-9	50	110	-3
AMA1-RON2 inh	23%	5%	13%	0%	1%	16%
AmpC detergent	1%	2%&4%	0%	0%	0%	-5%
Giardia FBPA inh	16µM*	-5%	0%	7%	5%	0%
AmpC inh no detg	-4%	41%	-15%	-10%	-18%	-14%
Shiga inhibitor	33	7	2	57	60*	-8
Cycloheximide cs	0	1	-2	36*	18	2

Fetched by compound from the list above:
#5 COc1ccc(-c2nc3c(c(=O)[nH]c(=O)n3Cc3ccccc3)n2C)cc1
#10 FC(F)(F)c1ccccc1-n1ccnc1
#23 CCOc1ccc(NC(=O)c2ccc(NC(=O)COC(=O)Cc3ccc(OC)cc3)cc2)cc1

Compound	5	10	23
HCMV inh	-7	-15	110
AMA1-RON2 inh	-2%	5%	1%
AmpC detergent	-6%	?	0%
Giardia FBPA inh	-6%	-1%&-6%&2%	5%
AmpC inh no detg	6%	-17%	-18%
Shiga inhibitor	28	·	60*
Cycloheximide cs	-3	·	18

(listing goes on)
#25 O=C1CC(c2ccc(F)cc2)Cc2nc(N3CCN(c4ccccc4)CC3)ncc21 (stereo not given)
#26 O=C(CCCCn1c(=O)c2ccccc2n(Cc2ccc(F)cc2Cl)c1=O)NCc1ccco1
#27 Cc1ccc(CSc2ccc(-c3cccs3)nn2)cc1
#28 COc1cc(C(=O)NCC(c2ccco2)N2CCc3ccccc3C2)cc(OC)c1OC (stereo not given)
#29 COC(=O)C1=C(C)N=C2SC(C)C(=O)N2C1c1ccc(C(=O)OC)cc1 (stereo not given)
#30 O=C(O)c1ccc2nc(-c3cc4cccc(O)c4oc3=O)[nH]c2c1

Compound	25	26	27	28	29	30
HCMV inh	-1	-6	51&-12	5	-88*	-36
AMA1-RON2 inh	-2%	-2%	3%	3%	9%	·
AmpC detergent	?	4%	?	-18%	2%	?
Giardia FBPA inh	2%	-5%	1%	·	10%	·
AmpC inh no detg	-36%	19%	-20%	58%	29%	-41%
Shiga inhibitor	-16	22	47*	·	-9	·
Cycloheximide cs	-1	13	46*	·	7	·

The list goes on; it opens with the two that closed the last part.
#29 COC(=O)C1=C(C)N=C2SC(C)C(=O)N2C1c1ccc(C(=O)OC)cc1 (stereo not given)
#30 O=C(O)c1ccc2nc(-c3cc4cccc(O)c4oc3=O)[nH]c2c1
#31 CCCc1c(O)nc(SCCN(CC)CC)n(C(=O)c2ccccc2)c1=O
#32 CN(CC(=O)Nc1ccccc1Br)C(=O)c1cccc([N+](=O)[O-])c1
#33 CCOc1ccc(C2Nc3ccccc3C(CC)(CC)O2)cc1 (stereo not given)
#34 Cc1[nH]nc(NCCO)c1[N+](=O)[O-]
#35 Cc1cccc(-n2c(N)c(-c3nc4ccccc4n3C)c3nc4ccccc4nc32)c1
#36 O=C1CCN(S(=O)(=O)c2cccs2)c2ccc(C(F)(F)F)cc2N1

Compound	29	30	31	32	33	34	35	36
HCMV inh	-88*	-36	34	-18	-3	-24	-24	-33
AMA1-RON2 inh	9%	·	0%	10%	-2%	-8%	66%[activator]	3%
AmpC detergent	2%	?	-14%	-15%	3%	2%	-6%	1%
Giardia FBPA inh	10%	·	-9%	-5%	-3%	-1%	24%	0%
AmpC inh no detg	29%	-41%	9%	-11%	-25%	-21%	-35%	-23%
Shiga inhibitor	-9	·	-8	20	24	-5	-6	17
Cycloheximide cs	7	·	-2	-10	5	1	-2	10

#37 NC(Cc1ccccc1)C(O)(c1ccccc1)c1ccccc1 (stereo not given)
#38 CCOc1ccc(N=Nc2ccc(O)c3ncccc23)cc1
#39 COc1cc2c(cc1OC)C(C)N(C(=O)C1COc3ccccc3O1)CC2 (stereo not given)
#40 COc1cc(C(=S)N2CCOCC2)ccc1OC(=O)c1cc([N+](=O)[O-])c(C)c([N+](=O)[O-])c1
#41 COC(=O)[C@@H](NC(=O)Nc1cc(Cl)ccc1C)C(C)C
#42 CC(C)(C)n1nc2c(c1NC(=O)c1cccc(C(F)(F)F)c1)CS(=O)C2 (stereo not given)

Compound	37	38	39	40	41	42
HCMV inh	-5	-87*	-65*	-5	-23	20
AMA1-RON2 inh	7%	94%[activator]	-6%	2%	7%	3%
AmpC detergent	-5%	-6%	3%	-15%	5%	?
Giardia FBPA inh	1%	-8%	0%	0%	·	9%
AmpC inh no detg	12%	-24%	23%	-43%	-32%	-5%
Shiga inhibitor	24	3	-9	-12	9	-14
Cycloheximide cs	-6	-2	-7	-1	-6	0

#43 O=S(=O)(NCC1CCCO1)c1ccc(-c2ccc(S(=O)(=O)NCC3CCCO3)cc2)cc1 (stereo not given)
#44 O=C(NCCCN1CCCC1=O)c1cc2nc(-c3ccco3)cc(C(F)(F)F)n2n1
#45 CCOc1ccc(OCCC(=O)OCC(=O)NCCc2ccc(S(N)(=O)=O)cc2)cc1
#46 Cc1ccc(S(=O)(=O)N(CC(=O)N2CCN(c3ccccc3F)CC2)C2CCCCC2)cc1
#47 COc1cc(OC)c(C(=O)NCc2ccco2)cc1OC
#48 CCOC(=O)C1=CNS(=O)(=O)NC1c1ccc(C(F)(F)F)cc1 (stereo not given)

Compound	43	44	45	46	47	48
HCMV inh	-93*	-1	-73*	·	-4	-28
AMA1-RON2 inh	-15%	-10%	5%	-16%	5%	4%
AmpC detergent	2%	-4%	-13%	-7%	-7%	·
Giardia FBPA inh	1%	6%	·	-2%	0%	·
AmpC inh no detg	27%	0%	-18%	27%	0%	-16%
Shiga inhibitor	-26	-6	·	13	-3	·
Cycloheximide cs	-1	-5	·	1	15	·

#49 CSc1nc(C)cc(Oc2ccc(OCCOc3ccccc3)nn2)n1
#50 CN1CCCC(OC(=O)/C(C#N)=C/c2ccccc2)C1 (stereo not given)
#51 Cc1cc(C)cc(OCC(=O)Nc2nc3ccc([N+](=O)[O-])cc3s2)c1
#52 Cc1cc(-c2ccc(Cl)cc2)oc(=O)c1NC(=O)c1ccccc1

Compound	49	50	51	52
HCMV inh	20	16	-13	?
AMA1-RON2 inh	10%	8%	0%	6%
AmpC detergent	-12%	-12%	-11%	?
Giardia FBPA inh	7%	-12%	9%	4%
AmpC inh no detg	50%	-20%	-5%	-10%
Shiga inhibitor	13	-8	10	-14
Cycloheximide cs	6	3	6	-2
